FUS suppressor = rescues growth of FUS-expressing yeast | S. cerevisiae FUS-expressing, growth rescue, OD600, 24 h | Potency, µM (top dose mostly 76.6 µM), without a hit: at the highest dose growth rescue (activation), usual class: activators | 390,000 tested, 0.24% active | AID 1347120;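 also: plate controls were DMSO vehicle for no effect and reference control for full effect; nearly all actives have a fitted effect of over 55% in size; some results filed as inactive show a strong effect at the top dose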
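Read-out: OD at 600 nm after 24hr at 30C, reporting rescue of FUS-induced yeast toxicity. Cells at OD 0.005 in galactose (2%) minimal medium; compounds tested in a dilution series; CP55940 titration from 92uM final as control.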
Abeta rescue = A-beta toxicity reversal in yeast; Potency, µM (series often up to 46.1 µM), for inactives: top-dose growth rescue, actives largely listed as activators; 410,000 tested, 0.063% active; yeast expressing A-beta42, growth rescue, OD600, 48 h; response scale: 0% DMSO, 100% iron-clioquinol control; AID 1347071; also: nearly all actives have a fitted effect of over 55% in size
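Yeast growth medium received pinned compounds, then yeast cells expressing toxic A-beta were added; plates incubated at 30 C for 48 hr. Growth read as absorbance at 600 nm, normalized to DMSO and equimolar FeCl3 plus clioquinol controls.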
* hit, by the source's call; u = inconclusive; [ ] = remark or other dose. Calls follow the shape of the dose curve; as a rule, active = well fitted activation curve with a large enough effect; inconclusive = small, poorly fitted or top-dose-only effect; inactive = no such curve, though single readings can be large or run the other way. Potency is read from the fitted curve at half-maximal effect.

Sample of the layout:
SMILES | FUS suppressor | Abeta rescue
Cc1ccc(NC(=O)CSc2nc(=O)n(Cc3ccncc3)c3c2CCC3)cc1Cl | 2.4% | -4.6%
CCOc1ccc(CCNC(=O)c2cnc3sc(N4CCCC4)nn3c2=O)cc1 | 6.3% | -9.7%
CCc1cccc(C)c1NC(=O)C1CCCN1S(=O)(=O)c1cccc2nsnc12 (stereo not drawn) | 24.4% | -14.9%
COc1ccc(C2C(=O)N(C3CCCCCC3)CC(=O)N2CCc2ccc(Cl)cc2)cc1OC (stereo not drawn) | 21.5% | -9.8%
CC(=O)c1ccc(S(=O)(=O)N2CCn3cccc3C2c2ccc(F)c(F)c2)cc1 (stereo not drawn) | u | -11.6%
Oc1ccccc1Nc1nc(-c2ccccc2)c2cc(Cl)ccc2n1 | -5.9% | -29.0%

Main list, from the first entry:
SMILES | FUS suppressor | Abeta rescue
Cc1ccc(NC(=O)CSc2nc(=O)n(Cc3ccncc3)c3c2CCC3)cc1Cl | 2.4% | -4.6%
CCOc1ccc(CCNC(=O)c2cnc3sc(N4CCCC4)nn3c2=O)cc1 | 6.3% | -9.7%
CCc1cccc(C)c1NC(=O)C1CCCN1S(=O)(=O)c1cccc2nsnc12 (stereo not drawn) | 24.4% | -14.9%
COc1ccc(C2C(=O)N(C3CCCCCC3)CC(=O)N2CCc2ccc(Cl)cc2)cc1OC (stereo not drawn) | 21.5% | -9.8%
CC(=O)c1ccc(S(=O)(=O)N2CCn3cccc3C2c2ccc(F)c(F)c2)cc1 (stereo not drawn) | u | -11.6%
Oc1ccccc1Nc1nc(-c2ccccc2)c2cc(Cl)ccc2n1 | -5.9% | -29.0%
Cc1ccc(C#N)c(=O)n1CC(=O)Nc1ccccc1C(F)(F)F | -9.7% | -22.3%
COc1ccc(-c2nnc(SCC(=O)Nc3ccc(Cl)cc3)s2)cc1 | 3.3% | -30.5%
Cc1cccc(N2CCN(C(=O)CCc3c(C)nc4c(c3C)c(=O)n(C)c(=O)n4C)CC2)c1C | -23.8% | -9.6%
Cc1cccc(C)c1-n1ncc(C(=O)O)c1C1CCN(C(=O)OC(C)(C)C)CC1 | 7.8% | 4.4%
Cc1cc(C)n2nc(CNS(=O)(=O)c3ccccc3)nc2n1 | -16.6% | -7.4%
CCc1ccccc1NC(=O)c1ccc2c(c1)c(C)c(C)n2Cc1ccccc1 | 44.4% | 12.8%
O=S(=O)(Nc1ccc(Br)cc1)c1ccc2nc(-c3ccccc3)[nH]c2c1 | -7.7% | -0.6%
Cc1ccc(-n2cc(C(=O)OCc3ccc(Cl)cc3)c3ccccc3c2=O)cc1 | -11.9% | 4.7%
Cc1ccc2c(n1)sc1c(=O)n(-c3cccc(C(F)(F)F)c3)nnc12 | -18.8% | -9.7%
O=C(NCc1ccc2c(c1)CCN2C(=O)c1ccncc1)c1cccc(Cl)c1 | -9.3% | -12.5%
Cc1ccccc1CNC(=O)C1CCN(c2nnc(C)c3c(C)n(-c4ccccc4)nc23)CC1 | 37.5% | 1.6%
CCOc1ccc(NC(=O)C(Cc2ccccc2)NS(=O)(=O)c2ccc3c(c2)oc(=O)n3C)cc1 (stereo not drawn) | 21.5% | -17.4%
O=C(Cn1nc2c(cc1=O)CCCC2)Nc1ccccc1C(F)(F)F | -19.8% | -10.1%
Cn1c(C(=O)Nc2cccc(C(F)(F)F)c2)cc2c(=O)n3ccccc3nc21 | -1.0% | -10.9%
COc1ccc(C(=O)NCc2ccc3c(c2)CCN3C(=O)c2ccc(C)cc2)cc1 | 7.7% | -15.9%
COc1cccc(NC(=O)C2CCC(CNS(=O)(=O)c3ccc4c(c3)CCCC(=O)N4)CC2)c1 (stereo not drawn) | 3.5% | -1.7%
Cc1nnc(N2CCN(C(=O)Nc3cc(F)ccc3F)CC2)c2nn(-c3ccc(Cl)cc3)c(C)c12 | -6.4% | -5.3%
CCC(=O)N1c2ccccc2CC1C(=O)NCCc1ccccc1OC (stereo not drawn) | -15.0% | -15.2%
Cc1cccc(NC(=O)CCCn2nc(C)c3c(C)n(-c4ccccc4)nc3c2=O)c1C | -2.5% | 0.0%
CN(Cc1ccccc1)C(=O)c1ccc2c(c1)N(Cc1ccccc1Cl)C(=O)c1ccccc1S2 | u | -2.4%
CCOC(=O)c1cc(-c2ccccc2)n(CCCC(=O)Nc2ccc(C)c(Cl)c2)c1C | 10.5% | -2.2%
COC(=O)c1sc2cccc(F)c2c1S(=O)(=O)Nc1ccc(C)cc1Cl | -13.0% | -26.2%
CCN(CCCNC(=O)CN1N=C(c2ccccc2)CCC1=O)c1ccccc1 | 3.8% | 5.3%
O=C(Nc1sc2c(c1C(=O)NCc1ccco1)CCCC2)c1cc(=O)c2cc(Cl)ccc2o1 | -19.9% | -7.2%
Cc1ccc(-c2nnc(SCC(=O)NC(C)(C)C)nc2-c2ccc(C)cc2)cc1 | u | -11.8%
O=C(CCCN1C(=O)c2cccnc2Oc2ccc(Cl)cc21)NCc1ccccc1F | 29.5% | 9.6%
CC(C)(C)OC(=O)N1CCC(c2c(C(=O)NCc3ccccn3)cnn2-c2ccc(F)cc2)CC1 | 15.8% | 1.0%
CC(NC(=O)c1c(O)nc2ccccn2c1=O)c1ccccc1 (stereo not drawn) | -0.9% | -18.1%
O=C(CSc1nncn2c1cc1sccc12)Nc1ccc(Br)cc1F | -15.1% | -19.0%
Cc1nn(-c2ccccc2)c(OC(=O)C(C)(C)C)c1Sc1ccccc1 | -5.2% | 3.8%
CC(=O)N1CCCc2cc(S(=O)(=O)NCc3ccc(OC(C)C)cc3)ccc21 | 10.2% | 0.1%
COc1cccc(C(=O)Nc2cccc(NC(=O)c3ccc(Cl)cc3Cl)c2)c1 | 15.2% | 14.3%
Cc1cccc(C)c1OCc1cc(=O)n2c3c(sc2n1)CCCC3 | 40.0% | -7.8%
COc1cc(-c2noc(-c3ccc(NCc4ccccc4)c([N+](=O)[O-])c3)n2)cc(OC)c1OC | -4.3% | -7.4%

Rewritten field by field: two of the compounds above
compound: Cc1nn(-c2ccccc2)c(OC(=O)C(C)(C)C)c1Sc1ccccc1
  FUS suppressor = -5.2% | Abeta rescue = 3.8%
compound: O=C(Nc1sc2c(c1C(=O)NCc1ccco1)CCCC2)c1cc(=O)c2cc(Cl)ccc2o1
  FUS suppressor = -19.9% | Abeta rescue = -7.2%

Additional entries.
SMILES | FUS suppressor | Abeta rescue
O=C(Nc1ccc(OC(F)(F)F)cc1)C1CCCN(S(=O)(=O)c2cccc3nonc23)C1 (stereo not drawn) | -11.3% | -1.2%
Cc1ccc2c(c1)cc(C(=O)Nc1ccccc1C)n2C | -11.2% | 4.6%
O=c1nc2c(-c3ccc(F)cc3Cl)n[nH]n2c2ccccc12 | -24.9% | -0.5%
CCCc1cc(=O)[nH]c2nnc(SCC(=O)Nc3ccc(OC)cc3)n12 | 5.6% | -4.3%
Cc1cccc(C)c1Nc1c(-c2ccccn2)nc2c(C)cccn12 | 42.1% | 2.7%
Cc1ccc(C)c(CN2C(=O)c3ccccc3S(=O)c3ccc(C(=O)N4CCC(C)CC4)cc32)c1 (stereo not drawn) | -5.8% | -2.7%
COC(=O)c1ccc(Cn2c(SCC(=O)Nc3ccc(F)cc3)nc3ccccc32)cc1 | 4.7% | -19.6%
CCCCCOc1c(Cl)cc(C(=O)N(Cc2ccc(C)o2)C2CCS(=O)(=O)C2)cc1Cl (stereo not drawn) | 35.5µM* | -0.5%
COc1ccccc1-c1nn2c(=O)cc(CN3CCN(C(=O)Nc4ccc(C)cc4Cl)CC3)nc2s1 | 20.2% | -12.7%
Cc1ccn2c(Nc3c(C)cccc3C)c(-c3ccc(Cl)s3)nc2c1 | 15.1% | 25.2%
Cc1c(-c2ccccc2)c(=O)oc2c(CN3CCN(C)CC3)c(O)ccc12 | 6.0% | -21.7%
COc1ccc(CNC(=O)C(C)Sc2nc(-c3ccccc3)cc(C(F)(F)F)n2)cc1 (stereo not drawn) | -5.1% | -7.4%
CSc1cccc(NC(=O)C2CCN(c3nc4ccccc4[nH]3)CC2)c1 | 21.0% | -0.2%
COc1cc(CN(C(=O)c2ccc(OC(C)C)cc2)c2ccccn2)cc(OC)c1OC | 30.3% | -22.8%
CC(=O)c1ccc(NC(=O)CCc2c(C)nn(-c3ccc4nncn4n3)c2C)cc1 | 2.3% | -17.5%
COCCCNC(=O)CSc1nc(-c2cccc(F)c2)[nH]c1-c1ccccc1 | -5.9% | -8.7%
O=C(CSCn1nnc2c(=O)[nH]c(Cc3ccc(F)cc3)nc21)Nc1cccc(C(F)(F)F)c1 | 9.5% | 2.5%
CCc1cccc(CC)c1NC(=O)CCS(=O)(=O)c1ccc(Br)cc1 | 16.3% | -3.5%
CCc1ccccc1NC(=O)C1CCCN(c2cnccn2)C1 (stereo not drawn) | -31.0% | -19.0%
Cc1ccc(CNC(=O)CCn2cnc3ccccc3c2=O)cc1 | -3.2% | -13.3%
CCOC(=O)c1ccccc1NC(=O)c1c(C)oc2ncnc(N3CCOCC3)c12 | 14.9% | -19.5%
CCCCNc1nc2c(S(=O)(=O)c3ccc(C)cc3)nnn2c2ccsc12 | -11.2% | -5.7%
CCOc1ccc(-n2ccnc2SCC(=O)Nc2ccc3c(c2)OCO3)cc1 | 17.4% | 22.9%
CCOCCc1nn2c(=O)cc(COC(=O)c3ccccc3NC(=O)CC(C)C)nc2s1 | 40.3% | -10.3%
CCC(=O)N1c2ccccc2CC1C(=O)NCCc1ccccc1Cl (stereo not drawn) | -31.6% | -5.7%
Cc1ccc(CNC(=O)C(=O)NCC(c2cccnc2)N2CCN(c3ccc(F)cc3)CC2)cc1 (stereo not drawn) | 25.7% | 3.9%
CC(=O)c1ccc(N2CCN(c3ccc(NC(=O)c4ccc(F)cc4)cc3C(=O)O)CC2)cc1 | -14.1% | -14.8%
COc1ccc(CCNc2oc(/C=C/c3cc(OC)c(OC)c(OC)c3)nc2C#N)cc1OC | 23.3% | -9.3%
COc1cc(OC)cc(C(=O)Nc2ccc3nc(N4CCCCC4)cc(C)c3c2)c1 | 4.5% | -8.7%
Cc1ccc(C)c(S(=O)(=O)c2nnn3c2nc(NCc2ccc4c(c2)OCO4)c2sccc23)c1 | -16.0% | -7.5%
Cc1csc2nc(COC(=O)c3ccc(NC(=O)c4ccccc4Br)cc3)cc(=O)n12 | 28.7% | -18.4%
Cc1nn(C(C)C(=O)NC2CCC(C)CC2)c(=O)c2cc3sccc3n12 (stereo not drawn) | -17.0% | -4.8%
CCOc1ccccc1NC(=O)CSc1nc2c(oc3ccccc32)c(=O)n1-c1ccc(C)c(C)c1 | 0.4% | -4.0%
O=C(Nc1ccccc1)N1CCN(C(=O)c2nsc3ccccc23)CC1 | 19.7% | 3.3%
COc1cc(NS(=O)(=O)c2ccc3c(c2)CC(=O)N3)cc(OC)c1OC | u | 1.6%
CCOCCc1nn2c(=O)cc(COC(=O)c3ccc4c(c3)OCO4)nc2s1 | -8.3% | -10.9%
O=C(CCSCc1cccc(Cl)c1)NCc1ccc(F)cc1Cl | 22.7% | u
COc1ccc(S(=O)(=O)N2CCC(n3c(C(F)(F)F)nc4cccnc43)CC2)cc1OC | 9.3% | -38.0%[inhibitor]
CC1=C(c2ccc(C(C)C)cc2)S(=O)(=O)N=C1N1CCC(C(=O)NCc2ccccc2)CC1 | -9.7% | 2.9%
CCc1ccc(-n2c(C)nc3cc(C(=O)NCCc4ccccc4)ccc32)cc1 | u | -26.8%
Cc1ccc(NC(=O)CSc2cn(CC(=O)N3CCCC3)c3ccccc23)cc1Cl | 14.3% | -10.6%
CCC(=O)Nc1ccc(C)cc1-c1nc2ccccc2n(CC(=O)c2ccc(C)cc2)c1=O | -23.3% | 3.8%
Cc1cc(C)c2c(n1)sc1c(=O)n(-c3cc(Cl)ccc3C)nnc12 | -22.0% | 6.5%
COc1ccc(C(=O)Nc2nc3c(s2)CCCC3)cc1Cl | 12.7% | u
COc1ccccc1NC(=O)C1=C(C)Nc2nc(SCc3ccccc3F)nn2C1c1cccs1 (stereo not drawn) | 12.4% | -11.7%
CC(C)C(NS(=O)(=O)c1cccc2cccnc12)C(=O)Nc1ccc(OC(F)(F)F)cc1 (stereo not drawn) | 36.4% | -14.4%
Cn1c(=O)oc2cc(S(=O)(=O)NC(Cc3ccccc3)C(=O)NCc3ccc(F)cc3)ccc21 (stereo not drawn) | 26.8% | -12.7%
CCCCN(CC)CCCNC(=O)C1CCN(c2nc3ccc(CC)cc3s2)CC1 | 1.3% | -1.6%
Cc1cc(-c2ccccc2)n2nc(-c3cccc(Br)c3)cc2n1 | -9.4% | 8.8%
Cc1cc2oc(C(=O)N(Cc3ccccc3F)C3CCS(=O)(=O)C3)c(C)c2cc1Cl (stereo not drawn) | 24.4% | 13.9%
O=C(CCCn1c(=O)c2cccn2c2ccc(F)cc21)NCCc1ccccc1 | 29.6% | -9.5%
COc1ccc(NC(=O)c2ccco2)cc1NC(=O)COc1cc(C)cc(C)c1 | 23.7% | 0.8%
O=C(NCCCc1nc2ccccc2n1Cc1cccc(Cl)c1)c1ccco1 | 3.8% | -3.8%
COc1ccc(NC(=O)CSC2=Nc3ccccc3C3=NC(CCC(=O)NC4CCCCC4)C(=O)N23)cc1 (stereo not drawn) | 0.4% | 8.7%
CCN(CC)c1ccc2cc(-c3nc(-c4ccc(Cl)cc4Cl)cs3)c(=O)oc2c1 | -20.4% | -3.8%
COc1ccc(Cl)cc1NC(=O)CN1C(=O)COc2ccc(S(=O)(=O)NC3CCCC3)cc21 | u | -0.8%
C=CCc1ccccc1OCCSc1nc(-c2ccc(C(C)(C)C)cc2)nc2cc(=O)[nH]n12 | -11.6% | -13.6%

Only part of the results is shown. The share of hits here may be higher or lower than overall.
